Source: PubChem
A549 tox – Nrf2 qHTS screen for inhibitors: counterscreen for cytotoxicity. A549 ARE-Fluc cells, CellTiter-Fluor viability, 18-24 h. Potency, µM (top dose mostly 46 µM), inactives show at the highest dose activity change, negative = cytotoxicity, most hits filed as inhibitors. 390,000 tested, 0.16% active; note: potency is the fitted concentration of half-maximal effect; % is set by controls: 0 for no effect and ±100 for the full control effect
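Cytotoxicity counterscreen: CellTiter-Fluor fluorescence was measured in A549 ARE_Fluc cells after 18-24 h of compound exposure in a concentration series. The subsequent BugLite luminescent read reports ARE-luciferase activity.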
Mm-Cpn inhibitor – Inhibitors of TCP-1 ring complex (TRiC) of Methanococcus maripaludis (MmCpn): qHTS; Chaperonin Mm-Cpn (Methanococcus maripaludis); purified Mm-Cpn ATPase, ADP Transcreener TR-FRET; Potency, µM (doses to about 76.9 µM), for the others: at the top dose activity, negative = inhibition, hits mostly inhibitors; 330,000 tested, 0.031% active; note: potency is the fitted concentration of half-maximal effect; % is set by controls: 0 for no effect and ±100 for the full control effect; nearly all actives have a fitted effect of over 80% in size
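TR-FRET (320 nm excitation; 590 and 665 nm emission) reports ADP made from 10 uM ATP by 25 nM enzyme; compounds were preincubated 10 min, reaction run 30 min, both at 37°C.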
Nrf2 ARE act – qHTS of Nrf2 Activators. Potency, µM (highest dose often 46.1 µM), inactives show top-dose activation, hits mostly activators. 410,000 tested, 0.31% active. AREc32 ARE-luciferase reporter (MCF7-derived line), luminescence, 24 h. AID 624171, 2012; note: potency is the fitted concentration of half-maximal effect; % of control where 0% means no effect; nearly all actives have a fitted effect of over 65% in size
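AREc32 cells carrying an ARE-driven firefly luciferase reporter were seeded at 1000 cells/well in OPTI-MEM with 5% FBS, then exposed to compound for 24 hr at 37 deg C. Luminescence was read with Steady-Glo after 30 min at RT.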
S2 tox – Viability Counterscreen for Primary qHTS for Inhibitors of ATXN expression; Potency, µM (series often up to 56.7 µM), hits mostly cytotoxic; S2 cells (HEK-293 line with an ATXN2-luciferase reporter) viability, CellTiter-Fluor protease fluorescence, 24 h; 400,000 tested, 0.49% active; AID 651635, 2014; note: potency is the fitted concentration of half-maximal effect; nearly all actives have a fitted effect of over 40% in size
CCT chaperon mod – High-Throughput Screening for Modulators of Cytosolic Chaperonin Activity. purified chaperonin ATPase assay, HTRF ADP detection, 30 min. activity change, % (no concentration beside the values), hits read low. AID 651819, 2012. 360,000 tested, 0.3% active; in the data active = activity change below about -30%; note: % is set by controls: 0 for no effect and ±100 for the full control effect
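First, chaperonin was dispensed at 40 nM or 20 nM final depending on batch activity. Next, compounds were pinned at 76 uM and ATP added at 10 uM. After 30 min at 37 °C, ADP detection reagents ran 30 min at ambient temperature.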
HepG2 tox – qHTS for Inhibitors of TGF-b: Cytotox Counterscreen; Potency, µM (titrated, usually from 46.1 µM), for inactives: at the highest dose activity change, negative = cytotoxicity, most hits filed as cytotoxic; 410,000 tested, 0.76% active; HepG2 CAGA-GFP viability, ATP luminescence, 18 h; note: potency is the fitted concentration of half-maximal effect; some results filed as inactive show a strong effect at the top dose
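CellTiter-Glo luminescence gave cytotoxicity after 18 hours at 37 degrees C. The cells were HepG2 CAGA-GFP in 1% FBS DMEM, stimulated with 500 pg/mL TGF-beta after compound addition. %Activity was normalised to no-cell wells (complete cell-killing) and DMSO (no toxicity), and curves were fitted and classified.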
Nrf2 block – Nrf2 qHTS screen for inhibitors. A549 ARE-Fluc reporter, luciferase luminescence, 18-24 h. Potency, µM (doses to about 46 µM), for inactives: at the top dose activity change, negative = inhibition, hits mostly inhibitors. 360,000 tested, 2.1% active. AID 504444, 2011; note: potency is the fitted concentration of half-maximal effect; % is set by controls: 0 for no effect and ±100 for the full control effect; nearly all actives have a fitted effect of over 60% in size
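Quantitative HTS in A549 cells stably bearing an antioxidant response element-firefly luciferase construct. Inhibition of Nrf2-driven transcription was scored by luminescence after 18-24 h of compound exposure at 37 °C.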
pAkt inh – HTS Assay for Inhibitors of Akt Phophorylation: Primary Screen; Neuro2A IGF-stimulated pAkt S473 HTRF, 20 min; stronger effect = lower value; activity change, % for hits at 50 µM; 360,000 tested, 0.32% active; AID 651550, 2012; in the data active = activity change below about -80%; inconclusive = mostly about -51% to -80%; note: % is set by controls: 0 for no effect and ±100 for the full control effect
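Neuro2A cells in DMEM with 0.5% FBS, overnight at 37 deg C, given compound at single 50 µM final, then IGF (6 nM final) for 20 min at 37 deg C. Lysed; phospho-Akt Ser473 by HTRF after 24 h, 665/615 ratio.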
TGFb SMAD3 inh – qHTS for Inhibitors of TGF-b; HepG2 CAGA-GFP TGF-b/SMAD3 reporter, GFP fluorescence, 18 h; TGF-beta stimulated, 500 pg/mL final; Potency, µM (doses to about 46.1 µM), for inactives: at the highest dose activity, negative = inhibition, most hits filed as inhibitors; 410,000 tested, 1.2% active; note: potency is the fitted concentration of half-maximal effect; % is set by controls: 0 for no effect and ±100 for the full control effect; nearly all actives have a fitted effect of over 65% in size
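TGF-beta reporter screen: HEPG2 CAGA-GFP, 1% FBS, 500 pg/mL TGF-beta final, 18 h; per-cell GFP summed per well; curves fitted and categorized by class.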
Active calls of the source: *; i = inactive; u = inconclusive; x = no result given; & = joins results of further samples; [ ] = remark or other dose. Unless noted, calls come from the whole dose curve; as a rule, active = well fitted curve in the direction sought with a large enough effect; inconclusive = small, poorly fitted or top-dose-only effect, or another doubt; inactive = no such curve, though single readings can be large; an effect the other way counts as inactive or inconclusive.

SMILES	A549 tox	Mm-Cpn inhibitor	Nrf2 ARE act	S2 tox	CCT chaperon mod	HepG2 tox	Nrf2 block	pAkt inh	TGFb SMAD3 inh
Cc1sc(NC(=O)C2=COCCO2)c(C#N)c1C	0%	-3%	5.9%	i	-1.0	-9%	u	i	8%
CC(NC(=O)COc1ccc(/C=N/NC(=O)C(=O)Nc2ccccc2Br)cc1)c1ccccc1 (stereo unspecified)	u	-2%	-1.4%	i	0.3	-1%	u	i	u
O=C(OCC(=O)N1N=C(c2ccc(Cl)cc2)CC1c1ccco1)c1cncc(Br)c1 (stereo unspecified)	-9%	-6%	u	i	-0.1	-6%	12%	i	-5%
Cc1ccc(S(=O)(=O)NCc2ccccc2)cc1C(=O)NCCc1ccc(S(N)(=O)=O)cc1	-1%	2%	-0.2%	i	0.2	-7%	-7%	i	-4%
COc1cccc(/C=N/NC(=O)C(C)Sc2ccccc2)c1 (stereo unspecified)	11%	3%	0.8%	i	1.5	4%	-2%	i	-5%
O=c1c2cccnc2n(-c2ccccc2)n1Cc1ccc(Cl)cc1	8%	4%	0.2%	i	-1.6	-2%	u	i	21%
O=C(COC(=O)c1c[nH]c(=O)[nH]c1=O)Nc1cccc([N+](=O)[O-])c1	6%	0%	-0.4%	i	1.2	8%	-2%	i	21%
Cc1ccc2cc(CN(Cc3ccc4c(c3)OCO4)Cc3nnnn3Cc3ccco3)c(=O)[nH]c2c1	-19%	-14%	4.0%	u	2.7	6%	u	i	-24%
Cc1cc(C)c(-c2nc3ccccc3s2)[nH]1	5%	-9%	27%	i	1.5	-6%	u	i	1%
O=C(COC(=O)c1cc2c(s1)CCCC2)NCc1ccccc1Cl	-10%	-2%	-0.7%	i	-1.2	-19%	4%	i	1%
Cc1ccc(Cl)cc1-n1c(SCC(=O)NCCC2=CCCCC2)nc2n[nH]c(C)c2c1=N	-11%	0%	0.5%	i	-2.8	-37%	u	i	u
Cn1nnnc1SCC(=O)Nc1ccc(Br)cc1Cl	0%	2%	2.3%	u	0.1	9%	x	i	8%
O=c1c2ccccc2oc2cc(C#CC3(O)CCCCC3)ccc12	-14%	x	-4.0%	u	-1.3	-27%	x	i	-1%
O=C(Nc1ccnn1C1CCN(Cc2ccccc2)CC1)c1ccccc1Cl	6%	2%	0.2%	i	-2.2	-12%	1%	i	-2%
Cc1cccc(C)c1NC(=O)C1=C(O)c2ccccc2N(C)S1(=O)=O	-9%	1%	0.2%	i	-2.0	1%	-14%	i	13%
COc1cccc(CNC(=O)c2cc(-c3cccc(OC)c3)n[nH]2)c1	0%	x	5.6%	x	x	-27%	u	x	2%
O=C(CSc1ccc(-c2ccco2)nn1)Nc1ccc(F)cc1F	-6%	-4%	19%	u	-1.0	-31%	u	i	u
COc1ccc(CCNC(=O)CSc2ncn[nH]2)cc1	17%	0%	5.7%	i	0.6	-4%	x	i	-22%
COC(=O)[C@]1(C)N[C@H](CN(C)C(=O)Nc2ccc(C)cc2)[C@@H]2C(=O)N(C)C(=O)[C@@H]21	1%	0%	-1.0%	i	0.1	-9%	5%	i	-2%
CCc1ccc(NC(=O)NCc2cccnc2)cc1	1%	0%	0.3%	i	-0.7	5%	6%	i	8%
CCc1ccccc1NC(=O)Cn1nc(C(F)(F)F)c2c1CCC2	0%&3%	1%	-0.9%&0.0%	i	1.1	-29%&-1%	-11%&-7%	i	17%
COc1ccc(CCNC(=O)Cn2nc(C)n3c(cc4cc(F)ccc43)c2=O)cc1OC	-3%	x	5.5%	i	x	-2%	u	x	-2%
C#CC(=O)N(c1cc(OC)ccc1OC)C(C(=O)NC1CCCC1)c1cccs1 (stereo unspecified)	u	1%	u	32µM*	-2.2	-83%	10µM*	i	u
CN(Cc1ccccc1)C(=O)Cn1c(=O)c2cccn2c2ccc(F)cc21	10%	x	-0.2%	x	x	-3%	-7%	x	0%
CCOc1cc(NC(=S)NCCOC)c(OCC)cc1NC(=O)c1ccco1	0%	-1%	26%	i	-0.2	1%	4%	i	32%[activator]

(next part)
SMILES	A549 tox	Mm-Cpn inhibitor	Nrf2 ARE act	S2 tox	CCT chaperon mod	HepG2 tox	Nrf2 block	pAkt inh	TGFb SMAD3 inh
C#CCn1c(O)c(N=NC(=O)CNC(=O)/C=C/c2ccccc2)c2ccccc21	2%	0%	2.5%	i	2.3	-22%	-16%	i	-24%
CCc1ccc(NC(=O)CSc2nnc(-c3n[nH]c4ccccc34)n2-c2ccccc2)cc1	-11%	-1%	2.8%	i	0.2	-36%	-27%	i	-35%
CC(C)CCNC(=O)C1(C)CCN1Cc1ccc2ccccc2c1 (stereo unspecified)	x	x	5.5%	i	0.0	-35%	x	i	u
CCOC(=O)CNC(=O)Nc1cc(C(C)(C)C)nn1-c1ccccc1	-4%	1%	-0.2%	i	-1.6	-29%	14%	i	5%
CN(C)C(=S)c1ccc2ccccc2n1	-11%	2%	2.5%	i	-1.3	2%	15%	-120%*	13%
c1ccc(CC[C@@H]2CC[C@@H](CCc3ccccc3)N2)cc1	-12%	u	2.5%	i	-1.2	-26%	19%	i	3%
COc1ccc(-c2nnc3ccc(SCc4ccccc4)nn23)cc1	-7%	2%	-0.5%	i	1.2	-8%	-4%	i	1%
N#Cc1ccc(OCC(=O)Nc2ccc(N3CCCC3)cc2)cc1	1%	-2%	0.0%	i	-1.0	-2%	1%	i	-6%
CC#CCCc1nc2ccccc2c(=O)n1N	-1%	-2%	-0.6%	i	-4.9	0%	-6%	i	-18%
O=C(CSc1nnc(COc2cccc3ccccc23)o1)N1CCN(C(=O)c2ccco2)CC1	-3%	2%	0.3%	i	-5.2	-92%	4%	i	u
CCC1CCCCN1CC(=O)N1CCCc2c1c(=O)oc1ccc(OCc3ccccc3)cc21 (stereo unspecified)	-5%	x	4.8%	u	x	-36%	9%	x	u
Cc1ccc(S(=O)(=O)Nc2cccc(-n3cnnn3)c2)cc1C(=O)O	-2%	0%	8.5%	i	-1.0	11%	u	i	8%
CCN(Cc1ccccc1)C(c1ccc(Cl)cc1)c1nnnn1C(C)(C)C (stereo unspecified)	4%	3%	-0.1%	i	-4.8	-8%	u	x	u
CC(C)(C)S(=O)N1Cc2cc(C(=O)NCCCN3CCOCC3)nc(-c3cccc(-c4cc5ccccc5o4)c3)c2[C@@H]1CCO (stereo partly specified)	x	x	-1.0%	u	-3.1	-5%	x	i	-66%
CCCCn1c(N)c(N(CC(C)C)C(=O)c2ccc(Br)s2)c(=O)[nH]c1=O	-2%	-1%	0.3%	u	-1.2	-23%	6%	i	u
Cc1nc(-c2ccc(Cl)cc2)sc1C(=O)NNC(=O)C(C)C	-5%	-6%	2.6%	i	-0.6	-6%	23%	i	11%
Cc1ccccc1CCNC(=O)c1ccc2c(c1)nc1n2CCOC1	10%	x	-3.0%	x	x	4%	x	x	-6%
O=C1NC2(CCCCCC2)C(=O)N1Cc1cccc(Cl)c1	5%	3%	-0.2%	i	2.1	-7%	20%	i	-6%
COc1cc(CC(=O)OCC(=O)c2ccc(F)cc2)cc(OC)c1OC	-1%	-3%	-0.5%	u	-2.9	3%	6%	i	8%
O=c1[nH]c2ccc(S(=O)(=O)Nc3ccc(Cl)cc3)cc2[nH]1	-5%	-6%	-0.7%	i	-10	-24%	-9%	i	-10%
COc1cccc(/C=C/C(=O)OCC(=O)NCC2CCCO2)c1 (stereo unspecified)	1%	-2%	0.8%	i	0.2	-11%	-5%	i	-10%
COc1ccc([C@H]2CC(=O)C=C(c3ccc(Cl)cc3C)C2)cc1	0%	0%	0.2%	i	-1.1	-2%	2%	i	u
CCCCCn1c(CNC(=O)COC)nc2ccccc21	7%	1%	-0.4%	i	-1.7	-8%	8%	i	3%
Cc1ccsc1-c1nc(-c2ccccc2)c(-c2ccccc2)[nH]1	4%	-2%	10.0%	u	-1.7	-18%	4%	i	-9%
CCN(CC)S(=O)(=O)c1ccc2c(c1)nc(CCC(=O)OCC(=O)N1CCc3ccccc31)n2C	-1%	-5%	0.1%	i	-0.2	27%	17%	i	-5%

Structural class, those above with an aryl thioether with sulfur outside any ring.
SMILES	A549 tox	Mm-Cpn inhibitor	Nrf2 ARE act	S2 tox	CCT chaperon mod	HepG2 tox	Nrf2 block	pAkt inh	TGFb SMAD3 inh
COc1cccc(/C=N/NC(=O)C(C)Sc2ccccc2)c1 (stereo unspecified)	11%	3%	0.8%	i	1.5	4%	-2%	i	-5%
Cc1ccc(Cl)cc1-n1c(SCC(=O)NCCC2=CCCCC2)nc2n[nH]c(C)c2c1=N	-11%	0%	0.5%	i	-2.8	-37%	u	i	u
Cn1nnnc1SCC(=O)Nc1ccc(Br)cc1Cl	0%	2%	2.3%	u	0.1	9%	x	i	8%
O=C(CSc1ccc(-c2ccco2)nn1)Nc1ccc(F)cc1F	-6%	-4%	19%	u	-1.0	-31%	u	i	u
COc1ccc(CCNC(=O)CSc2ncn[nH]2)cc1	17%	0%	5.7%	i	0.6	-4%	x	i	-22%
CCc1ccc(NC(=O)CSc2nnc(-c3n[nH]c4ccccc34)n2-c2ccccc2)cc1	-11%	-1%	2.8%	i	0.2	-36%	-27%	i	-35%
COc1ccc(-c2nnc3ccc(SCc4ccccc4)nn23)cc1	-7%	2%	-0.5%	i	1.2	-8%	-4%	i	1%
O=C(CSc1nnc(COc2cccc3ccccc23)o1)N1CCN(C(=O)c2ccco2)CC1	-3%	2%	0.3%	i	-5.2	-92%	4%	i	u
